GSH fluor = GSH bead compound fluorescence profile; actives 0.25% (n = 190,000); AID 1776; fluorescence (KMESF) at 10 µM; GSH beads flow cytometry, compound fluorescence 488/530 nm; stronger effect = higher value; in the data active means fluorescence above about 89;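 further: glutathione beads carrying GST-tagged Bcl family fusion proteins plus one bare bead set; values are compound well signal with DMSO vehicle wells as background; inactives centre near 16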
ABCB1 inh = inhibitors of human ABCB1 transporter, ABCG2 counter-screen; P08183; CCRF-Adr cells, JC-1 efflux, flow cytometry; inhibition, % at 6.6 µM; actives 0.067% (n = 190,000); AID 1326; in the data active means inhibition above about 40%;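 further: 0% = vehicle and 100% = reference inhibitor; higher value means more JC-1 retained so stronger ABCB1 efflux block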
Avidin bead fluor = compound fluoresces at 488/530 nm on avidin beads; compound fluorescence 488/530 nm, flow cytometry; stronger effect = higher value; actives 0.38% (n = 220,000); AID 1775; fluorescence (KMESF) at 10 µM; in the data active means fluorescence above about 47; further: inactives centre near 10
RGS8-Gao reg = modulates binding of RGS8 to human Galphao | P09471 | multiplexed bead flow cytometry; actives lie on both sides | response (percent of control binding), % at 10 µM | actives 0.34% (n = 220,000) | AID 1423; in the data active means response below about 60% or above about 140%; inactive means in between;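 further: Galphao activated as the GDP aluminium fluoride complex binding bead-coupled RGS8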
Mcl1 Noxa PPI = Mcl-1/Noxa interaction inhibition | Q07820 | TR-FRET Mcl-1/Noxa peptide binding, 2 h | inhibition, % at 21.7 µM | actives 1.5% (n = 220,000) | AID 1022;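 active means compounds that cut the protein-peptide binding signal by more than 50% relative to plate controls in a single-dose test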;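 further: His-tagged Mcl-1 with rhodamine Noxa BH3 peptide and terbium anti-His antibody; 0% = Mcl-1 plus Noxa peptide wells and 100% = peptide-only wells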
Target sequence (Q07820 whole entry, looked up): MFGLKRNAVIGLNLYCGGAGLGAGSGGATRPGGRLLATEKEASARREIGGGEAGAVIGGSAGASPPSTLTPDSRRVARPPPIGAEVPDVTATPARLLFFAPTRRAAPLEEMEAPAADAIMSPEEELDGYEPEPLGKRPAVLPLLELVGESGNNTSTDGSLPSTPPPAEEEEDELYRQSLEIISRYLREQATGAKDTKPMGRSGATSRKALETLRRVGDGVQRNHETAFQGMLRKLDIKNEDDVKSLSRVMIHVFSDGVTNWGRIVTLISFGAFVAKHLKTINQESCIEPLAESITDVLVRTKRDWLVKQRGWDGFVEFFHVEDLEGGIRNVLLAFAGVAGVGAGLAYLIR
ABCG2 inh = human ABCG2 inhibition, ABCB1 as counter-screen; Q9UNQ0; IgMXP3 cells, JC-1 efflux, flow cytometry; inhibition, % at 6.6 µM; actives 0.1% (n = 190,000);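 active means inhibition above 80%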;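 further: 0% = DMSO and 100% = nicardipine control wells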
Target sequence (Q9UNQ0 whole entry, looked up): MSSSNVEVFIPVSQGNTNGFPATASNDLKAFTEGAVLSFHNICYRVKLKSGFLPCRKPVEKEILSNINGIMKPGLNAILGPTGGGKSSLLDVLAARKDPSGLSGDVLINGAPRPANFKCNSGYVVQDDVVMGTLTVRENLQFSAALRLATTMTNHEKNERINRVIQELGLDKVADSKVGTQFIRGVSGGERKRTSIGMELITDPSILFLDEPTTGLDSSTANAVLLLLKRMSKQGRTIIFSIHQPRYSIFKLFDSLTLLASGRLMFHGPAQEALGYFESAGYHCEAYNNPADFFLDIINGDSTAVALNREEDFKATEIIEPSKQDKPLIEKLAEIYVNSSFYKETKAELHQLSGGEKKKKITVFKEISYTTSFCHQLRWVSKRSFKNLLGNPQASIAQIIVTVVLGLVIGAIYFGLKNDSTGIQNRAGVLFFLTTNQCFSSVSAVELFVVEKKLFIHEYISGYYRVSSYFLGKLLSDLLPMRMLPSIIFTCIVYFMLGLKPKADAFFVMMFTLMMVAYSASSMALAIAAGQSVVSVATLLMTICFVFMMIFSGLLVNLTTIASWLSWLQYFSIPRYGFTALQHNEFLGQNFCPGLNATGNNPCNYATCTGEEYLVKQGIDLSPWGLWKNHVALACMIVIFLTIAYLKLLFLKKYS
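Test system: IgMXP3 cells (ABCG2) mixed with DDAO far-red-labelled CCRF-Adr cells (ABCB1). Reagent: JC-1 transporter substrate. Compound dosing: single test compound dose, 6.6 µM final. Times: 10 min compound exposure, 25 °C. Detection: flow cytometry of retained JC-1 fluorescence. Read-out basis: efflux inhibition in percent versus controls. Controls: nicardipine and DMSO wells.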
Mcl-1 Bim block = inhibitors of Bim-Mcl-1 interaction, human | Bead-based flow cytometry, Bim peptide-Mcl-1 binding | inhibition, % at 10 µM | actives 0.1% (n = 190,000); in the data active means inhibition above about 40%;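 further: 0% = no compound tracer wells and 100% = peptide blocker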
RGS4-Gao reg = modulates binding of RGS4 to human Galphao; P09471; Multiplexed bead flow cytometry; actives lie on both sides; binding response (% of control), % at 10 µM; actives 0.33% (n = 220,000); AID 1415; in the data active means binding response below about 49% or above about 150%; inactive means in between;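 further: fluorescent Galphao activated with aluminum fluoride binding bead-coupled RGS4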
Mcl1-Bid inh = Mcl-1/Bid interaction inhibition. AID 1021. inhibition, % at 21.7 µM. Q07820. TR-FRET Mcl-1/Bid-Dy647 peptide binding, 1536-well. actives 0.97% (n = 220,000);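 active means compounds that cut the binding signal by more than half at the single screening dose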;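 further: His-tagged Mcl-1 with europium anti-His antibody binding Bid BH3 peptide; 0% = Mcl-1 plus peptide wells and 100% = peptide-only wells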
RGS7-Gao = regulators of human RGS7-Galphao interaction. binding response (% of control), % at 10 µM. actives 0.35% (n = 220,000). P09471. Multiplexed bead flow cytometry, RGS7-Galphao binding; actives lie on both sides; in the data active means binding response below about 49% or above about 150%; inconclusive means no clear call, values can overlap the other calls; inactive means in between;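 further: fluorescent Galphao held in activated GDP-AlF4 state binding bead-coupled RGS7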
Pf gamet viab = kills late stage P. falciparum gametocytes | inhibition, % at 10.9 µM | actives 0.065% (n = 150,000) | P. falciparum stage V gametocytes, ATP luminescence, 24 h;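 active means inhibition above the mean plus 3 SD of compounds within the control limits, set per campaign, cut at about 38% in these data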;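 further: 0% = DMSO wells and 100% = medium only without gametocytes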
* marks the source's active call; other numbers are inactive results; ? = inconclusive; / = no result given. Rows were taken by chance. About 3.3% of those tested had a hit in this group.

SMILES	GSH fluor	ABCB1 inh	Avidin bead fluor	RGS8-Gao reg	Mcl1 Noxa PPI	ABCG2 inh	Mcl-1 Bim block	RGS4-Gao reg	Mcl1-Bid inh	RGS7-Gao	Pf gamet viab
O=c1[nH]c2cc3c(cc2cc1CN(Cc1nnnn1C1CCCC1)C1CCCC1)OCCO3	11	2.1	17	93	6	5	0	84	-15	92	-12
CCCC1=C(C(=O)OCC)C(c2ccc(O)cc2)n2ncnc2N1 (stereo unspecified)	35	-0.4	15	103	67*	-3	0	105	-46	103	/
O=C(Nc1ccc(S(=O)(=O)Nc2ncccn2)cc1)c1cccc(S(=O)(=O)N2CCOCC2)c1	/	/	7	101	17	/	/	103	-6	?	10
Cc1ccc(N=C(c2cccs2)N2CCOCC2)cc1	4	0.2	7	99	1	1	4	96	-12	100	-1
Cc1cc(C)c(C(=O)CSc2nnc(C)c(=O)[nH]2)cc1C	12	0.8	10	101	29	2	7	97	-5	96	7
CN(C)C(=N)c1n[nH]nc1SCc1ccc(Cl)c(Cl)c1	8	0.5	8	104	13	5	2	104	2	104	-28
N#Cc1ccc(Cl)cc1NC(=O)COC(=O)[C@H](CCC(N)=O)NC(=O)c1ccc(F)cc1	21	-0.9	11	104	2	-3	-2	105	-4	100	14
COc1cccc(C2=CC(c3ccccc3)n3ncnc3N2)c1 (stereo unspecified)	18	0.5	6	103	34	2	4	104	-1	101	/
COc1ccccc1C(=O)Nc1cccc(N(C)S(C)(=O)=O)c1	26	0.7	40	103	3	9	-6	100	-4	102	/
O=c1nc(N2CCCCC2)nc(Nc2ccccc2)[nH]1	27	3.1	10	96	-7	6	-6	99	21	99	/
CCCC12CN(C(=O)c3ccc(OC)cc3)CC(C)(CN(C(=O)c3ccc(OC)cc3)C1)C2=O	38	2.4	15	101	7	11	-6	98	0	99	/
COc1cc2nc(C3CCC3)n(NC(=O)C3CCCC(OC)C3)c(=O)c2cc1OC (stereo unspecified)	11	0.3	28	103	6	-3	0	102	4	108	/
Cc1ccc(S(=O)(=O)Oc2ccc(/C=N/NC(=O)c3nn(C)cc3Cl)cc2)cc1	86	0.6	8	100	-4	4	10	102	4	104	/
C(=N\Nc1ncnc2sc3c(c12)CCC3)/c1ccncc1	28	1.1	7	104	4	42	5	102	-35	100	-18
O=C(COC(=O)c1ccccc1Br)Nc1ccccc1F	16	0.3	9	92	10	4	-1	92	-19	92	-7
Cc1c(C)c2ccc(OCC(=O)N3CCOCC3)c(C)c2oc1=O	18	0.8	6	101	-7	9	-1	100	-19	102	30
COc1ccc(OC)c(S(=O)(=O)N2CCC(C(=O)NCc3ccccc3OC)CC2)c1	54	0.8	13	95	8	3	-6	105	6	102	3
Cc1cc(C)c(NC(=O)c2cnn(C)c2)c(C)c1	10	0.1	-3	4.6*	5	0	0	-6.8*	-10	2.0*	-5
COCCCNC(=O)CN(CCc1ccccc1)S(=O)(=O)c1ccccc1	9	0.8	22	97	1	2	-1	104	-9	98	4
COCCNC(=O)/C(C#N)=C\c1ccc(CNC(=O)C(=O)Nc2ccc(C)c(C)c2)o1	11	0.6	10	98	1	16	1	101	-25	98	-2
S=C(Nc1ccccc1)N1CCN(c2ccccn2)CC1	13	0.8	12	105	13	3	-3	102	-63	98	/
N#CC1=C(N)SC(N)=C(C#N)C1c1c(Cl)cccc1Cl	20	0.0	8	104	-6	0	-4	107	-56	104	-9
Cc1ccc(-n2ncc3c(=O)n(-c4ccc(C)c(C)c4)c(C)nc32)cc1	33	0.1	5	101	17	0	-1	105	-1	102	/
Cc1ccc(C)c(N2CCN(C(=O)CC3Sc4ccccc4NC3=O)CC2)c1 (stereo unspecified)	6	0.7	19	102	9	2	6	105	-26	105	/
c1ccc(-c2onc3cc4c(cc23)OCCO4)cc1	48	0.6	11	97	-6	11	-1	92	-15	85	/
COc1ccc(CCNC(=O)C2CC(c3ccc([N+](=O)[O-])cc3)=NO2)cc1 (stereo unspecified)	23	0.4	24	96	9	2	-1	91	18	96	1
O=C(NCc1cccnc1)c1noc2c1CCCCC2	11	0.5	30	99	11	2	-1	106	-21	109	/
COc1ccc(Cl)cc1NC(=O)CCn1cnc2ccccc2c1=O	37	0.3	17	105	11	4	-4	104	-16	100	1
Fc1ccc(-c2n[nH]c(=S)n2-c2ccc3c(c2)OCCO3)cc1	12	-0.6	13	103	15	-3	0	105	-57	106	/
Cc1nc2c(C#N)cnn2c2c1CCN2CC1CCCO1 (stereo unspecified)	15	1.6	11	102	-1	48	-1	100	-12	?	4
CCOCCn1c(=NC(=O)c2cc3ccccc3oc2=O)sc2cc(S(N)(=O)=O)ccc21	5	0.8	3	91	1	2	0	89	-20	92	-6
COc1ccc(/C=N\Nc2ncc(F)c(N3CCOCC3)n2)cc1OC	/	/	4	95	2	/	/	89	-68	?	17
C=CCn1c(N)cc(=O)nc1SCC(=O)NC(C)c1ccccc1 (stereo unspecified)	17	0.2	8	110	-1	1	0	99	8	98	/
COc1ccc(C(=O)Nc2cc(=O)[nH]c3ncnn23)cc1	/	/	6	100	12	/	/	101	-4	?	-21
O=C(CC1CCCCC1)N1CCC(c2nc(-c3ccc(S(=O)(=O)N4CCCC4)cc3)no2)CC1	35	0.9	12	103	2	7	-1	101	0	102	/
CC1(c2ccc3noc(-c4cccc(F)c4)c3c2)OCCO1	12	-0.6	7	99	8	0	-2	99	-7	98	-16
COc1ccccc1N1CCN(C(=O)CN(c2ccc(C)c(C)c2)S(C)(=O)=O)CC1	268*	1.1	6	107	-2	2	-3	103	-28	101	1
CCN1C(=O)/C(=C\c2cn(CCC#N)nc2-c2ccc(F)cc2)SC1=S	11	-0.7	11	99	14	-1	0	102	-8	105	21
O=C(N/N=C/c1ccc(O)c([N+](=O)[O-])c1)C1CC1(c1ccccc1)c1ccccc1 (stereo unspecified)	9	0.4	12	103	29	4	33	98	-27	95	-2
CC(C(=O)N/N=C/c1ccc(N(C)C)c(Br)c1)N(c1ccccc1)S(C)(=O)=O (stereo unspecified)	8	2.1	24	98	-21	6	0	98	-15	99	-30
COc1cccc(C2CC(c3ccccc3C)n3nc(N)nc3N2)c1 (stereo unspecified)	14	0.7	7	100	-1	5	0	100	-34	98	/
CCOC(=O)N1CCN(CC(O)COC2CC(C)CC(C)(C)C2)CC1 (stereo unspecified)	8	0.4	12	103	2	2	-2	104	6	103	16
COc1ccccc1COC(=O)Nc1c(C)nn(C)c1Cl	15	0.4	29	97	12	4	-1	97	-7	97	-18
Cn1cccc1CC(=O)N/N=C\c1cccs1	38	0.8	7	87	7	6	-3	85	-58	80	/
CCOC(=O)N1CCN(C(=O)c2ccc(OC)c(OC)c2)CC1	10	0.6	11	103	11	3	-1	101	-38	102	/
O=C(COC(=O)c1ccc(S(=O)(=O)N2CCOCC2)cc1)NCc1cccs1	12	0.4	8	100	-9	7	1	98	-41	93	-1
CC1(C)CC(=O)C2=C(C1)N(Cc1ccco1)C(=O)C2(O)C(F)(F)F (stereo unspecified)	25	1.2	11	103	3	18	-2	101	-24	100	3
O=C(NCCc1c[nH]c2ccccc12)C(=O)NCC1OCCN1S(=O)(=O)c1cc(F)ccc1F (stereo unspecified)	/	/	7	99	-7	/	/	88	-51	?	4
O=C(Nc1ccc(-c2nc3ccccc3[nH]2)cc1)c1ccco1	22	0.1	10	104	23	1	0	105	-5	104	/
CCOc1ccc(N2CC(C(=O)NCc3ccccc3)CC2=O)cc1 (stereo unspecified)	20	0.5	11	102	13	15	0	101	-5	104	18
CC(C)(C)c1ccc(C(=O)CSc2n[nH]c(=O)[nH]c2=O)cc1	41	-0.5	8	98	-2	11	0	103	-70	103	4
CCOC(=O)c1cn(CC)c2cc(Cl)c([N+](=O)[O-])cc2c1=O	11	0.6	10	102	12	52	-9	102	7	103	8
CC(=O)Nc1cccc(NC(=O)c2cc(-c3cccnc3)nc3ccc(Br)cc23)c1	17	0.6	11	101	1	3	-5	100	16	103	/
COc1ccc(C)cc1S(=O)(=O)NC1CCCCC1C (stereo unspecified)	18	0.5	8	104	5	1	1	102	6	104	/
O=C(NCCn1ccc2ccccc21)c1ccc2c(c1)OCO2	20	0.5	7	101	2	6	0	103	-32	100	/
CCCCCOC(=O)CC(C(=O)OCCCCC)N1CCCCC1 (stereo unspecified)	22	0.9	20	102	8	1	-4	98	11	101	/
CCOC(=O)CN(C(=O)COc1nc(-c2ccccc2)cc(C)c1C#N)c1ccc(C)cc1	/	/	7	101	2	/	/	100	-12	?	20
CC1=C(OC(=O)c2ccccc2)C(C)(C)C(c2ccc(Br)cc2)OC1=O (stereo unspecified)	41	1.0	9	100	6	4	-1	98	43	95	9
Cc1ccc(Cl)cc1N1CCN(Cc2cc(=O)n3ccsc3n2)CC1	13	0.1	12	99	9	1	1	99	3	102	-6
CC(=O)c1ccc(OCc2ncc(C(F)(F)F)cc2Cl)cc1	/	/	8	101	1	/	/	106	6	?	-16
(continued)
SMILES	GSH fluor	ABCB1 inh	Avidin bead fluor	RGS8-Gao reg	Mcl1 Noxa PPI	ABCG2 inh	Mcl-1 Bim block	RGS4-Gao reg	Mcl1-Bid inh	RGS7-Gao	Pf gamet viab
O=c1cc[nH]c2cc(Cl)ccc12	17	1.5	10	101	-4	22	-3	101	2	100	/
CCOC(=O)c1ccc(NC(=O)Nc2ccc(OC)c(OC)c2)cc1	33	0.1	15	98	34	-1	-1	98	-25	96	1
CCOC(=O)c1cc(-c2ccccc2)nc2ccc(C)cc12	/	/	7	90	-25	/	/	86	-15	?	-5
CC(C)c1ccc(/C=N\NC(=O)c2ccc(Cn3cccn3)o2)cc1	10	0.2	7	101	-19	1	2	101	-16	101	-13
CC(=C1C(=O)c2ccccc2C1=O)N1CCN(CCN=CC2=C(O)CC(C)(C)CC2=O)CC1	10	0.3	4	102	17	-8	0	100	-1	99	7
COC(=O)C1=C(C)N(c2ccc(C)c(C)c2)/C(=C/c2ccc(O)cc2)C1=O	21	2.3	8	106	28	5	-2	107	-52	105	/
COc1ccc(-c2nnc(CSc3nc4ccccc4c(=O)n3C)o2)cc1OC	44	2.5	6	98	16	2	-5	96	-10	96	/
COc1ccc(N(C)C(=O)c2cc3c(s2)-c2c(C)cccc2OC3)c(OC)c1	/	/	6	103	-18	/	/	98	-66	?	-14

Full records from above:
CCOC(=O)c1ccc(NC(=O)Nc2ccc(OC)c(OC)c2)cc1 reads GSH fluor = 33; ABCB1 inh = 0.1; Avidin bead fluor = 15; RGS8-Gao reg = 98; Mcl1 Noxa PPI = 34; ABCG2 inh = -1; Mcl-1 Bim block = -1; RGS4-Gao reg = 98; Mcl1-Bid inh = -25; RGS7-Gao = 96; Pf gamet viab = 1
CC(=C1C(=O)c2ccccc2C1=O)N1CCN(CCN=CC2=C(O)CC(C)(C)CC2=O)CC1 reads GSH fluor = 10; ABCB1 inh = 0.3; Avidin bead fluor = 4; RGS8-Gao reg = 102; Mcl1 Noxa PPI = 17; ABCG2 inh = -8; Mcl-1 Bim block = 0; RGS4-Gao reg = 100; Mcl1-Bid inh = -1; RGS7-Gao = 99; Pf gamet viab = 7

High-throughput results deposited in PubChem BioAssay by several laboratories.
